From PubChem BioAssay
E-selectin induc: E-selectin induction in HUVECs, primary screen, imaging, HUVEC, immunofluorescence imaging, single point; activation, % at 7.58 µM; hit rate 0.37% among 260,000; normalized: neutral wells 0, TNF-alpha wells 100; AID 686992, 2013; P16581;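 active = mean E-selectin-positive cell signal at least 10% of the positive control, reached in at least 60% of replicates, without over 20% cell loss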;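 also: in these data hits start at about 27%; measured in HUVEC primary endothelial cells; signal is the percent of cells scored E-selectin positive by PE staining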
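Assay system: HUVEC, human umbilical vein endothelial cells / Amount: 3,000 HUVEC/well / Controls: TNF-alpha positive control, DMSO neutral control / Compound dosing: single concentration / Medium: EGM-2 over gelatin coat / Evaluation: percent E-selectin-positive cells / Signal: immunofluorescence imaging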
EWS-Fli inh: EWS/Fli-driven NR0B1 reporter inhibitors, primary screen, A673 cells, NR0B1 luciferase, luminescence, MLPCN library; inhibition, % at 12.6 µM; viability-normalised; hit rate 0.67% among 350,000;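 active = mean inhibition of at least 50% after viability correction, with every replicate also passing that limit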;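 also: firefly luciferase signal divided by Alamar Blue viability fluorescence both relative to DMSO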
FN deposit inh: inhibitors of fibronectin matrix deposition, primary screen, AH1F cells, Alexa488-fibronectin fluorescence, plate reader. hit rate 0.086% among 350,000. AH1F fibroblasts, overnight. AID 743247, 2014. inhibition, % at 12.6 µM;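 active = mean inhibition across replicates of 30% or more, regardless of how many single replicates reach that level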;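 also: positive control wells lacked labelled fibronectin entirely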
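Material: AH1F fibroblast monolayer depositing Alexa488-labelled fibronectin into matrix | Input: 10000 AH1F cells/well | Medium: DMEM plus 2% serum, read in PBS | Reagent: Alexa488-fibronectin, 24 nM final in well | Compound dosing: One dose per compound, pinned | Schedule: 1 h adhesion, overnight exposure | Measured by: Fluorescence at 485 nm excitation, 525 nm emission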
S100A4 MyoIIA: inhibitors of S100A4-myosin IIA peptide binding, primary screen, biochemical, fluorescence polarization, TAMRA-MyoIIA peptide; Protein S100-A4 (Homo sapiens), P26447; inhibition, % at 10.7 µM; hit rate 0.14% among 360,000;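 active = mean inhibition of at least 70% across replicates, with every replicate also reaching that level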
Target sequence (P26447 whole entry, looked up): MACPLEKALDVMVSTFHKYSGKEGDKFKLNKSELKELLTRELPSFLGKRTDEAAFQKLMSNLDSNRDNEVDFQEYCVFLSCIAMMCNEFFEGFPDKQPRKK
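Material: S100A4 monomer protein / Buffer or medium: 50 mM HEPES pH 7.2, 10 mM CaCl2, 100 mM KCl / Times: 5 min incubation before reading / Benchmarks: neutral control DMSO, positive control TFP / Reagent: labelled myosin peptide probe, 5 nM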
RAD52 anneal inh: RAD52 DNA annealing inhibitors, primary screen, biochemical, FRET, single point, set 2 | hit rate 0.46% among 360,000 | inhibition, % at 18.7 µM | DNA repair protein RAD52 homolog (Homo sapiens), P43351 | recombinant RAD52 DNA annealing, FRET fluorescence;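 active = every replicate showing at least 50% inhibition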
Xi reactivation: activators of inactive X chromosome reactivation, primary screen, imaging, XiGFP fibroblasts, GFP high-content imaging, set 2 | AID 743238, 2013 | activation, % at 7.58 µM | XiGFP mouse fibroblasts, % GFP-positive cells imaging, 3 d; cells co-treated with 5-aza-dC sensitizer; scaled so ellipticine positive control = 100% | hit rate 0.055% among 360,000;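 active = mean normalized replicate activation at least 10% and every replicate at or above 10%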;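 also: 0% = median of on-plate neutral control wells and 100% = ellipticine 6 µM median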
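Assay system: SV40-immortalized XiGFP fibroblast cells, line 68-5-11; buffer or medium: DMEM plus 5-aza-dC sensitizer; compound: one concentration, pinned; timing: compounds 3 days, fix/stain 15 min at room temperature; benchmarks: positive control ellipticine, 6 µM final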
RAD54 branch: inhibitors of human RAD54 branch migration, primary screen, biochemical, fluorescence, single point | DNA repair and recombination protein RAD54-like (Homo sapiens), Q92698 | RAD54 Holliday junction branch migration, FAM/BHQ fluorescence | inhibition, % at 10.4 µM | hit rate 0.14% among 360,000;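 active = mean normalized replicate activity at least 40 and at least half of replicates scoring 40 or more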;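 also: 0% = median of neutral control wells and 100% = median of positive control wells; inhibitors cause a drop in the FAM fluorescence signal; in these data hits start at about 50%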
Target sequence (Q92698 whole entry, looked up): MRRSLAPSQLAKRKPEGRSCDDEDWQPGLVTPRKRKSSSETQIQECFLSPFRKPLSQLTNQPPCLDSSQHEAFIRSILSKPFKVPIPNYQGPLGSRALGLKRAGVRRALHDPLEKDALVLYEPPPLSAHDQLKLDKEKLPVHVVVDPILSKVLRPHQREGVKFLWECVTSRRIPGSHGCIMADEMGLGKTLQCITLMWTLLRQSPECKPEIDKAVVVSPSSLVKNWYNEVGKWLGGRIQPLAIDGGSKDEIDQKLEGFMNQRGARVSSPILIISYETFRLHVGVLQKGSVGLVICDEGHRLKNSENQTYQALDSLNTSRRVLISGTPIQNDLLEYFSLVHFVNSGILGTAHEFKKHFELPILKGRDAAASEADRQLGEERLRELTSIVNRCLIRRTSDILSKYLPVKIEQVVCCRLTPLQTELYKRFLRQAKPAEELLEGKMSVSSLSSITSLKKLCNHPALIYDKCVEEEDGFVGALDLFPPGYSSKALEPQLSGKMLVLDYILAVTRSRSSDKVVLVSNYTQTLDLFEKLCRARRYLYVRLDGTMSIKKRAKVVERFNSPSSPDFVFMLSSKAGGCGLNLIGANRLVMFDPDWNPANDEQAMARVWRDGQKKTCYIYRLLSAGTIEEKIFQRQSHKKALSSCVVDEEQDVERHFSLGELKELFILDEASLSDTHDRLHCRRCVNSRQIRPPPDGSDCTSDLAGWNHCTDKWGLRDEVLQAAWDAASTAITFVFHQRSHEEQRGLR
esBAF inh: Bmi1 luciferase reporter increase in mESCs, primary screen, esBAF inhibitor project, mouse ES cells, Bmi1 luciferase knock-in, single point; AID 602393, 2012; hit rate 2% among 350,000; 24 h; 100% = twice the neutral-well signal; reporter increase, % at 12.5 µM; in the data active = activation above about 40%;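 also: 0% = median of the plate's neutral control wells and 100% = double that signal; a rise in the Bmi1 reporter signal indicates esBAF inhibition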
* marks the source's active call; other numbers are inactive results; . = no result given; & = joins results of further samples. Outcome played no part in choosing rows; about 3% have a hit in one of these screens.

structure,Xi reactivation,FN deposit inh,RAD52 anneal inh,E-selectin induc,RAD54 branch,S100A4 MyoIIA,esBAF inh,EWS-Fli inh
CCN(c1ccc(C)cc1C)S(=O)(=O)c1nnc(NC(=O)c2ccco2)s1,0.1,-29,-18,0.1,1,-9,2,.
O=C(c1ccc(Br)cc1)N1CCCC(c2nc(-c3cccs3)no2)C1 (stereo not given),0.1,6,-5,.,.,-6,.,4
O=C1OC(c2ccc(Cl)cc2)=C/C1=C/c1cccnc1,0.1,0,-10,0.1,-6,-2,-4,-7
Cc1cc(C)c2c3c(sc2n1)C(=O)N(c1ccccc1)CC(=O)N3,0.0,0,4,0.0,.,2,.,13
CN1[C@@H]2c3ccc(-c4ccccc4)c(=O)n3C[C@@H]2[C@@H](CO)[C@@H]1C(=O)NCCc1ccccc1,0.7,.,11,0.1,-4,12,-1,-53
Cc1ccc(C(C)C)c(OCCCn2ccnc2C)c1,0.1,-3,-2,.,-4,3,0,25
O=C(CNC(=O)c1ccc(Br)cc1)Nc1ccc2c(c1)CCC2,-0.1,-14,-1,.,0,1,-1,1
O=C(N/N=C\c1c[nH]c2ccccc12)c1ccc(O)cc1,0.0,.,-11,.,8,-4,5,-1
COC(=O)Cn1c(-c2ccc(OC)cc2)c(-c2ccc(OC)cc2)nnc1=O,0.0,0,15,.,-9,0,4,8
O=C(NCc1cccnc1)C(=O)NCC1OCCN1S(=O)(=O)c1cc(F)ccc1F (stereo not given),0.2,8,-26,5.0,-7,0,.,3
O=[N+]([O-])c1cccc(NC(=S)N2CCN(c3ccccn3)CC2)c1,0.1,8,-6,.,-6,-2,8,-10
C[C@H](CO)N1C[C@H](C)[C@@H](CN(C)S(=O)(=O)c2ccc(Cl)cc2)Oc2c(NS(C)(=O)=O)cccc2C1=O,0.1,.,-2,-3.3,-8,63,5,-8
CCCn1nnc(NC(=O)COc2ccccc2Cl)n1,.,.,-12,.,-7,-1,12,.
Nc1c(-c2ccc(C(F)(F)F)cc2)nc2ncccn12,0.2,-5,-1,2.5,.,-1,.,-53
CC(OC(=O)c1ccc(F)cc1)C(=O)Nc1nc(-c2cccc([N+](=O)[O-])c2)cs1 (stereo not given),-0.1,-11,-6,.,5,-9,.,-20
COc1ccc(NC(=O)N[C@H]2CC[C@@H](CCn3cc(-c4ccccn4)nn3)O[C@H]2CO)cc1,-0.2,-9,0,1.0,0,12,-4,2
CC(C)(C)c1ccc(-n2ncc3c2CCCC3NC(=O)CN2CCCC2=O)cc1 (stereo not given),0.2,-4,-10,-0.3,5,5,-3,.
CCn1c(CC(=O)Nc2ccccc2)nnc1SCc1nc2ccccc2c(=O)[nH]1,0.1,-4,-1,-0.2,4,-2,2,-3
O=C(Nc1nnc(C2=COCCO2)o1)c1ccc(Cc2ccccc2)cc1,-0.1,15,-9,0.9,.,-4,.,-3
Cc1nn(C)c(C)c1S(=O)(=O)N(CC(=O)N1CCc2ccccc2C1)c1ccc(C(C)C)cc1,0.0,-6,-8,-0.1,5,-1,-5,1
C[C@@H]1CN([C@@H](C)CO)C(=O)c2cccc(NS(=O)(=O)c3ccc(Cl)cc3)c2O[C@H]1CN(C)Cc1ccc(-c2ccccc2)cc1,-1.3,-16,3,-6.0,4,-14,3,-3
CCOC(=O)/C=c1\s/c(=C\c2ccccc2C)c(=O)n1CC(=O)NCc1ccc2c(c1)OCO2,-0.1,4,-72,.,.,4,.,13
COc1ccc(CC(=O)Nc2cccnc2)cc1,0.0,1,-5,.,-2,2,-1,-11
O=C(N/N=C/c1ccc(F)cc1)c1ccc(Br)cc1,.,.,7,.,-4,-4,37,-63
CNC[C@@H]1Oc2ccc(NC(=O)Nc3ccc(F)cc3)cc2CC(=O)N([C@H](C)CO)C[C@H]1C,0.2,0,9,0.9,3,1,0,-4
CCCNC(=O)Nc1ccc2c(c1)OC[C@@H](C)NC[C@@H](C)[C@@H](OC)CN(C)C2=O,0.1,4,-14,0.2,3,10,-2,-2
Cc1ccc(S(=O)(=O)Nc2ccc3c(c2)C(=O)N([C@H](C)CO)C[C@@H](C)[C@H](CN(C)Cc2ccc(C(F)(F)F)cc2)OCCCC[C@@H](C)O3)cc1,0.2,-4,-56,.,10,58,-1,13
COCCNC(=O)C1(C)CCCN(C(=O)c2ccc(OC)cc2OC)C1 (stereo not given),0.2,8,-5,-0.2,3,-2,-1,5
Cc1ccc(C(CC(=O)NCc2ccco2)c2ccc(OC(C)C)cc2)cc1 (stereo not given),.,-2,.,.,-3&3,-9,11&0,.
O=C(CN1C(=O)NC(Cc2c[nH]c3ccccc23)C1=O)Nc1cccc(S(=O)(=O)N2CCCCCC2)c1 (stereo not given),0.1,8,.,.,-7,.,6,.

Molecules shown so far containing a nitro group on carbon (2):
structure,Xi reactivation,FN deposit inh,RAD52 anneal inh,E-selectin induc,RAD54 branch,S100A4 MyoIIA,esBAF inh,EWS-Fli inh
O=[N+]([O-])c1cccc(NC(=S)N2CCN(c3ccccn3)CC2)c1,0.1,8,-6,.,-6,-2,8,-10
CC(OC(=O)c1ccc(F)cc1)C(=O)Nc1nc(-c2cccc([N+](=O)[O-])c2)cs1 (stereo not given),-0.1,-11,-6,.,5,-9,.,-20

Next results:
structure,Xi reactivation,FN deposit inh,RAD52 anneal inh,E-selectin induc,RAD54 branch,S100A4 MyoIIA,esBAF inh,EWS-Fli inh
CCC(=O)N(C)C[C@H]1Oc2cc(C#CCC(C)C)ccc2S(=O)(=O)N([C@@H](C)CO)C[C@H]1C,-1.1,-1,5,0.4,-13,-26,3,-11
Cc1c(C(=O)Nc2ccc(Nc3ccccc3)cc2)cccc1[N+](=O)[O-],0.3,-13,-16,0.4,-2,-16,-4,-61
O=C(NCc1ccc2c(c1)OCO2)C1CCCN(S(=O)(=O)c2cccc3cccnc23)C1 (stereo not given),0.3,4,-30,.,2,-6,-4,-5
Cc1ccc(S(=O)(=O)CCC(=O)Nc2ccccc2C)cc1,0.0,9,-6,-0.1,-18,-1,-2,-11
CCOc1ccccc1NC(=O)CCc1nnc2ccc(N3CCC(C)CC3)nn12,0.1,10,-1,-0.6,19,-6,-2,-4
COc1ccc(C(CNS(=O)(=O)c2ccccc2)N2CCN(C)CC2)cc1 (stereo not given),0.3,-1,-9,-0.1,13,2,8,-4
COc1ccc(C2CC(=O)C(c3cc(OC)c(OC)c(OC)c3)=CN2Cc2ccccc2)cc1 (stereo not given),0.2,-1,-12,1.9,.,-1,.,-3
C[C@H](CO)N1C[C@H](C)[C@@H](CN(C)Cc2ccc(C(=O)O)cc2)Oc2ccc(NS(=O)(=O)c3cccs3)cc2C1=O,0.3,-9,1,-11,-2,5,2,-2
COc1ccc(NC(=O)N(C)C[C@H]2Oc3ccc(NC(=O)NC(C)C)cc3CC(=O)N([C@H](C)CO)C[C@@H]2C)cc1,-1.1,-20,13,0.0,0,2,1,-12
O=C(C[C@H]1C[C@H]2c3cc(NS(=O)(=O)c4ccc(F)cc4)ccc3O[C@H]2[C@@H](CO)O1)NCc1cc(F)ccc1F,0.2,7,-8,-0.9,4,-25,4,13
Cc1ccc(S(=O)(=O)N2C[C@H](O)COC[C@H]3O[C@@H](CC(=O)NCCCN(C)C)CC[C@@H]32)cc1,0.0,-15,-7,-0.1,1,-5,-7,0
OC[C@@H]1[C@H](c2ccc(C#CC3CC3)cc2)[C@H]2CN(CCC(F)(F)F)CCCCN12,.,.,43,.,6,2,.,-1
CCOC(=O)C1=CNS(=O)(=O)NC1c1cccc(O)c1 (stereo not given),-0.1,.,-13,.,-5,1,-2,2
C[C@@H]1CN([C@H](C)CO)S(=O)(=O)c2ccc(-c3cccc(F)c3)cc2O[C@@H]1CN(C)S(C)(=O)=O,1.4,.,6,0.3,0,0,6,9
COc1cccc(NC(=O)c2cc(-c3ccco3)nc3ccccc23)c1,0.0,-2,-19,5.5,.,-2,.,-7
CC(=O)c1ccc(NC(=O)NNS(=O)(=O)c2ccc([N+](=O)[O-])cc2)cc1,0.0,0,11,.,1,-1,-8,-4
COc1ccc(NC(=S)NCCCN2CCN(C3CCCCC3)CC2)cc1,0.3,2,-11,3.9,5,-15,3,-2
Cc1ccc(C(=O)O/N=C/c2ccc3c(c2)OCO3)cc1,-0.1,-14,-13,.,-9,-1,.,-11
O=C(Nc1c2c(nn1-c1ccccc1)CS(=O)C2)c1ccco1 (stereo not given),-0.1,3,-7,-0.1,0,3,-5,-3
CCS(=O)(=O)N1Cc2ccccc2CC1C(=O)Nc1ccc(OC)cc1OC (stereo not given),-0.1,2,-8,1.7,-5,-3,-1,8
CCN(CC(=O)NC1CCCC1)S(=O)(=O)c1ccc(F)cc1,0.3,2,-4,-1.5,-1,2,-1,6
CC1CCCCC1NC(=O)COC(=O)c1ccc([N+](=O)[O-])o1 (stereo not given),0.2,4,-5,0.5,4,-4,.,5
Cc1ccc(C(O)c2ncc(-c3ccccc3C)[nH]2)cc1 (stereo not given),0.1,7,-10,2.0,-3,-5,16,-28
Cc1cccc(N(C)S(=O)(=O)c2cc3c(cc2C)n(C)c(=O)c(=O)n3C)c1,0.1,-5,-13,-0.2,-5,0,2,4
C[C@@H]1CCCCO[C@H](CN(C)C(=O)c2ccccc2)[C@H](C)CN([C@@H](C)CO)C(=O)c2cc(NC(=O)C3CCCCC3)ccc2O1,-0.6,.,6,-0.3,5,-11,1,3
Cc1cc(C(=O)Nc2ccc3c(c2)C(=O)N(C)[C@@H]2CC[C@H](CC(=O)NC4CCCC4)O[C@H]2CO3)no1,0.3,-6,-12,-0.1,0,5,-5,1
CCC(=O)N(C)C[C@@H]1Oc2ncc(-c3ccccc3C)cc2C(=O)N([C@H](C)CO)C[C@@H]1C,0.2,2,-16,0.1,0,1,-4,-18
COc1ccccc1CNC(=O)C(=O)NCC1OCCN1S(=O)(=O)c1cccs1 (stereo not given),0.1,2,-25,1.4,.,3,.,7
Cc1oc(-c2cccs2)nc1CNC[C@H]1O[C@@H](n2cnc3c(N)ncnc32)[C@H](O)[C@@H]1O,0.3,-2,-7,1.1,-4,-3,2,4
CC(C)CC(=O)NC(=S)Nc1ccc(S(=O)(=O)N2CCN(C)CC2)cc1,0.5,-5,-10,3.6,.,-6,.,0
